Compound activity as filed in PubChem BioAssay.
HP1b binding inh – blocks HP1-beta chromodomain binding to methylated histone tails; P83916; AlphaScreen HP1-beta / biotin-H3K9me3 peptide binding; actives 0.56% (n = 390,000); AID 540317; Potency, µM (doses to about 114 µM), inactives show top-dose activity change, negative = inhibition, actives largely listed as inhibitors; note: potency is the fitted concentration of half-maximal effect; nearly all actives have a fitted effect of over 70% in size; inactives centre near 23
Target sequence (P83916 whole entry, looked up): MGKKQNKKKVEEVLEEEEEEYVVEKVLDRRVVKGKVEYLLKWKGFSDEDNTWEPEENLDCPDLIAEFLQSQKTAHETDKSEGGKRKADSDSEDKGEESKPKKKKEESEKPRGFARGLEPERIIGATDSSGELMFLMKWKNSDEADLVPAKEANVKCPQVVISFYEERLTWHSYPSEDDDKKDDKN
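Compound inhibition of the preformed complex between 50 nM HP1-beta and 50 nM biotinylated H3K9me3 peptide was read by AlphaScreen. Buffer was PBS pH 7.4 with 0.01% Tween-20. Incubations ran 30 min at room temperature, with 10 ug/mL donor/acceptor beads.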
G9a inh – blocks human histone lysine methyltransferase G9a; Q96KQ7; G9a H3K9 monomethylation, AlphaScreen, 2 h; Potency, µM (top dose mostly 102 µM), for inactives: at the highest dose activity, negative = inhibition, actives largely listed as inhibitors; actives 8.8% (n = 350,000); AID 504332; note: potency is the fitted concentration of half-maximal effect; % is set by controls: 0 for no effect and ±100 for the full control effect; nearly all actives have a fitted effect of over 75% in size
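Quantitative HTS format: methyltransferase activity on a biotin-tagged H3K9 peptide is measured by AlphaScreen, using a rabbit anti-monomethyl-H3K9 antibody with streptavidin donor and anti-IgG acceptor beads. Final levels are 20 nM enzyme, 500 nM peptide, 20 uM SAM; 2 h RT.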
PGK inhibitor – inhibitors of T. brucei phosphoglycerate kinase; P07378; PGK/GAPDH coupled, Kinase-Glo luminescence, 60 min; Potency, µM (doses to about 57.5 µM), for the others: at the highest dose activity change, negative = inhibition, hits mostly inhibitors; actives 0.043% (n = 380,000); AID 602233; note: potency is the fitted concentration of half-maximal effect; % is set by controls: 0 for no effect and ±100 for the full control effect; nearly all actives have a fitted effect of over 60% in size
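Luminescent ATP detection (Kinase-Glo Plus) follows a 60-minute room-temperature incubation, with wells lacking PGK as controls. Buffer: 100 mM TEA (pH 7.6), 5 mM MgCl2, 0.01% Tween-20. Coupling enzyme GAPDH (100 nM final) supplies unstable 1,3-BPG in-well.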
PI4K2A inh – PI4K2A (human) kinase inhibition | purified PI4K2A, ADP-Glo luminescence, 1 h; hits give low values | activity change, negative = inhibition, % at 76.9 µM | Q9BTU6 | actives 0.13% (n = 420,000); in the data active = activity change below about -50%; inconclusive = mostly about -30% to -49%;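 note: -100% = wells without enzyme as full effect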
Target sequence (Q9BTU6 whole entry, looked up): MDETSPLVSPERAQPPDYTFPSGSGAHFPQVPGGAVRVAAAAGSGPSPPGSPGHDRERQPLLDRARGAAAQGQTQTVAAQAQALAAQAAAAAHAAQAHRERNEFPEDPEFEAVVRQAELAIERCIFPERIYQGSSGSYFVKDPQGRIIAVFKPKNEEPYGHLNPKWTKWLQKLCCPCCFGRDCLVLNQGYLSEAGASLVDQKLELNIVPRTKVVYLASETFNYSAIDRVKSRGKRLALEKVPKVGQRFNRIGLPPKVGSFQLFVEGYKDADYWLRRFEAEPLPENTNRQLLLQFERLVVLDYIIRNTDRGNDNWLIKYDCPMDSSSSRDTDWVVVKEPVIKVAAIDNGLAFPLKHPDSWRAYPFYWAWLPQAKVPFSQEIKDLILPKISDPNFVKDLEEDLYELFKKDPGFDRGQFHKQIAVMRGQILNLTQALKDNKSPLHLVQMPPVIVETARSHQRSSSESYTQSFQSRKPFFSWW
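In this quantitative HTS, ADP production by PI4K2A was quantified luminescently after 1 h at ambient temperature; 100 microM adenosine served as plate-quality control.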
Pin1 inhibitor – inhibitors of human Pin1. actives 0.009% (n = 390,000). Pin1 FP peptide displacement, HiFluor488, 10 min. Potency, µM (top dose mostly 115 µM), for the others: at the highest dose activity, negative = inhibition, hits mostly inhibitors. AID 504891; active = well fitted inhibition curve with a large enough effect in the polarisation, with a control signal flat, not every such curve was filed as active; inconclusive = small, poorly fitted or top-dose-only effect, or effect the other way, or a change in a side signal; inactive = no such curve, though single readings can be large or run the other way; the % refers to the polarisation; note: potency is the fitted concentration of half-maximal effect; % is set by controls: 0 for no effect and ±100 for the full control effect
Target sequence (Q13526 whole entry, looked up): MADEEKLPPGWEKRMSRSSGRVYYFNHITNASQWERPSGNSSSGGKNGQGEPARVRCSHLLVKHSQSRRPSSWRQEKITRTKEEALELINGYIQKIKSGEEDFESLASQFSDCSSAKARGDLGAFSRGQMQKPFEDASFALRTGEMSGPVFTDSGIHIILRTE
JMJD2A Tudor – inhibitors of human JMJD2A Tudor domain; O75164; AlphaScreen JMJD2A-Tudor / H3K4me3 peptide binding; Potency, µM (doses to about 114 µM), for inactives: at the highest dose activity change, negative = inhibition, hits mostly inhibitors; actives 4.4% (n = 390,000); AID 504339; note: potency is the fitted concentration of half-maximal effect; % is set by controls: 0 for no effect and ±100 for the full control effect; nearly all actives have a fitted effect of over 50% in size
GLS inh – inhibitors of human glutaminase (GLS); O94925; GLS enzymatic activity, qHTS titration; Potency, µM (series often up to 45.5 µM), for inactives: at the highest dose activity change, negative = inhibition, most hits filed as inhibitors; actives 0.21% (n = 410,000); AID 624170; note: potency is the fitted concentration of half-maximal effect; % is set by controls: 0 for no effect and ±100 for the full control effect
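Read-out is an Amplex red fluorescence increase coupled through glutamate oxidase and HRP, measured before and after 30 min room-temperature incubation. hKGA is in 45 mM KH2PO4 (pH 8.2) with 0.02% Tween-20; glutamine added as 1mM solution.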
POLH inh – DNA polymerase eta (human) inhibition; Q9Y253; recombinant Pol eta, fluorescent DNA replication assay; Potency, µM (doses to about 114 µM), without a hit: top-dose activity change, negative = inhibition, most hits filed as inhibitors; actives 1.2% (n = 390,000); AID 588591; note: potency is the fitted concentration of half-maximal effect; % is set by controls: 0 for no effect and ±100 for the full control effect
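Fluorescent replication assay: 50 nM final substrate added after a 15 min room-temperature compound preincubation with 10 nM enzyme. Signal taken at 0 min and again at 10 min.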
BAZ2B block – blocks human BAZ2B; AlphaScreen BAZ2B-H3K14Ac peptide displacement; Potency, µM (series often up to 114 µM), without a hit: at the highest dose activity change, negative = inhibition, hits mostly inhibitors; actives 4.4% (n = 360,000); AID 504333; note: potency is the fitted concentration of half-maximal effect; % is set by controls: 0 for no effect and ±100 for the full control effect; nearly all actives have a fitted effect of over 60% in size
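Complex of BAZ2B and biotin-H3K14Ac (50 nM apiece) forms over 30 min at RT, then faces library compounds up to 110 uM for another 30 min; AlphaScreen beads added, 20 min dark incubation, luminescence read.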
An asterisk follows results filed as active; i = inactive; ? = inconclusive; / = no result given; & = joins results of further samples; [ ] = another dose, or the depositor's remark. Unless noted, calls come from the whole dose curve; as a rule, active = well fitted curve in the direction sought with a large enough effect; inconclusive = small, poorly fitted or top-dose-only effect, or another doubt; inactive = no such curve, though single readings can be large; an effect the other way counts as inactive or inconclusive. These rows are one share of the data, so the mix of outcomes need not match the whole.

SMILES | HP1b binding inh | G9a inh | PGK inhibitor | PI4K2A inh | Pin1 inhibitor | JMJD2A Tudor | GLS inh | POLH inh | BAZ2B block
O=C(O)CCC(=O)OCCN(Cc1ccc(Oc2ccc([N+](=O)[O-])cc2)cc1)C(=O)C(Cl)Cl | 24% | / | -2% | -2 | -7% | -12% | 2% | -15% | /
CCOc1ccc(NC(=O)CN2CCN(c3ccc(Cl)cc3)CC2)cc1 | 22% | -3%[12.7 µM] | -1% | 1 | 3% | -4% | 11% | -14% | -14%
O=C(CCN1CCOCC1)Nc1ccc2c(c1)N(C(=O)CN1CCOCC1)c1ccccc1CC2 | 14% | -33%[12.7 µM] | i[11.5 µM] | -2 | 9% | -18% | 1% | 5% | 3%
CSc1nc(N2CCOCC2)c2c3c(sc2n1)CCCC3 | 73%[activator] | 6%[59 µM] | -1% | 6 | 0% | 15% | 5% | ? | 6%
Cc1ccc(C)c(-n2nnc(-c3nc(-c4ccccc4C)no3)c2C)c1 | 85%[activator] | 13%[59 µM] | -4% | -7 | 7% | 29% | 3% | -18% | 25%
Cc1ccc(NC(=O)c2cccc(NC(=O)N3CCSc4ncccc43)c2)cc1F | 51%[activator] | 2%[59 µM] | -5% | 0 | -2% | 2% | -6% | -16% | -2%
COc1ccc(CN2C3CCCC2CC(NC(=O)Nc2ccccc2C)C3)cc1 (stereo not given) | -4% | -6%[59 µM] | 0% | 3 | 2% | -18% | 11% | -11% | -4%
CN(C)S(=O)(=O)c1ccc2c(c1)N(CC(=O)N1CCC(C(N)=O)CC1)CCS2 | 12%[57 µM] | 0%[59 µM] | -8% | 2 | -4% | -15% | -11% | -1% | -1%
Cc1ccc(S(=O)(=O)N(C)C)cc1NC(=S)NNC(=O)C1CC1 | 21% | 1%[59 µM] | -10% | -5 | 3% | -11% | -18% | 3% | -20%
C=CCn1c(=O)c(C(=O)Nc2ccccc2C)c(O)c2ccccc21 | 82%[activator] | / | 1% | 2 | -9% | 7% | -6% | 1% | -7%
CN(C)C1=NCCN1CC1CCCCC1 | 40%[activator] | 11%[2.33 µM] | -9% | -4 | 0% | -9% | 0% | -8% | 3%
CC1(C)C(=O)Nc2ccccc2N1C(=O)CSc1nc(-c2ccccc2)cs1 | 27% | 21%[59 µM] | -2% | ? | 5% | -21% | 94%[activator] | ? | 28%
CCOc1cccc(NC(=O)CSc2ncc(-c3ccc(Cl)cc3)[nH]2)c1 | 14% | ? | 3% | 2 | ? | -16% | 10% | -3% | -26%
Cc1cc(C(=O)NNC(=O)CCN2CCN(c3ccccc3)CC2)c2ccccc2n1 | 21% | 6% | i | -4 | 6% | -12% | 20% | -8% | -6%
CCOc1ccc2nc(SCc3ccc(OC)cc3)sc2c1 | 224%[activator] | 47%[59 µM] | 18% | -8 | -7% | 83%[activator] | 9% | -15% | 178%[activator]
O=C(c1cccs1)N1CCCC1 | 36% | -5%[59 µM] | -2% | -6 | -2% | 5% | -1% | -14% | -1%
COc1ccc(N2CCN(C(=O)c3cc4c(=O)n(Cc5ccccc5)ccc4nc3C)CC2)cc1 | -4%&9% | ? | -2%&13% | -7&-4 | 0%&-9% | ? | 16%&50% | -4%&-13% | ?
COC(=O)[C@@]12CCCN1[C@H](c1ccc(-c3ccc(F)cc3)cc1)[C@H]1C(=O)N(C)C(=O)[C@H]12 | 33% | -3%[2.33 µM] | -6% | 0 | 10% | -28% | 1% | -12% | 71µM*
CCOC(=O)c1cc(C)n(CC2CCC(C(=O)Nc3ccc(C)cc3)CC2)c1C (stereo not given) | 9% | -1%[59 µM] | -1% | 1 | -2% | -25% | -11% | -8% | -25%
O=c1[nH]c2c(s1)C(c1ccco1)C1C3CCC(C3)C1S2 (stereo not given) | -13% | 7.9µM* | 4% | -10 | ? | ? | 5% | ? | 50µM*
COc1ccc(C(=O)NCC(=O)OCC(=O)Nc2sccc2C#N)cc1OC | 49%[activator] | ? | -12% | -9 | 28% | -24% | 1% | 50µM* | /
COc1cc(-c2nnn(Cc3ccccc3C)n2)cc(OC)c1OC | 64%[activator] | 65% | -10% | -3 | -4% | 26% | -1% | -12% | 11%
COc1cc(OC)cc(-c2sc3ccc(OC)cc3c2C#CC(C)(C)O)c1 | 63%[activator] | 8%[0.501 µM] | -11% | -5 | ? | 0% | -2% | -12% | -35%
CNC(=O)NC(=O)C(C)OC(=O)c1ccc(Cl)c(S(=O)(=O)Nc2ccc(F)cc2)c1 (stereo not given) | 32% | / | 0% | -3 | -5% | -17% | -4% | -15% | 3%
Cc1nn(C)c(C)c1CS(=O)(=O)c1ccccc1 | 35% | 50µM* | -2% | -4 | -3% | -11% | 4% | -17% | -6%
Later entries:
SMILES | HP1b binding inh | G9a inh | PGK inhibitor | PI4K2A inh | Pin1 inhibitor | JMJD2A Tudor | GLS inh | POLH inh | BAZ2B block
Cc1nn(CCCC(=O)Nc2cc(Oc3ccc(F)cc3)cc([N+](=O)[O-])c2)c(C)c1[N+](=O)[O-] | -1% | ? | 0% | -2 | 12% | -30% | 0% | -19% | -31%
O=C(NCC1CCCO1)C1CC(c2ccc(Cl)c(Cl)c2)=NO1 (stereo not given) | -2% | 5%[12.7 µM] | / | -1 | 12% | -12% | -4% | -7% | -2%
O=C(NCCN1C(=O)S/C(=C\c2ccc(F)cc2)C1=O)C1CCN(S(=O)(=O)c2cccs2)CC1 | -10% | -4% | i | 3 | 1% | ? | -3% | -1% | -3%
CCOc1ccccc1CNC(=O)C(CC)n1nc(C)c2c(C)n(-c3ccccc3)nc2c1=O (stereo not given) | 15% | -2%[59 µM] | i | -15 | -1% | -13% | -6% | -5% | -15%
O=C(Cn1cnc2ccccc2c1=O)N(Cc1ccco1)c1ccc(O)cc1 | 7% | -13% | / | 8 | ? | -20% | 7% | -1% | -7%
CCn1c2ccccc2c2cc(NS(=O)(=O)c3ccc(C)cc3)ccc21 | 11% | 6%[12.7 µM] | 5% | -5 | 30% | -15% | -8% | -10% | ?
COc1ccc(C(=O)Nc2ccc(C(=O)N3CCCCC3C)cc2)c(OC)c1OC (stereo not given) | 20% | -6% | -1% | 0 | 4% | -10% | 2% | 2% | -2%
Cn1cccc1C(=O)NC(=O)COC(=O)c1cc([N+](=O)[O-])ccc1Cl | 7% | -33% | 6% | 4 | -9% | -9% | -1% | -3% | -38%
Cc1ccc(NC(=O)C2CCN(S(=O)(=O)c3cc(-c4noc(C)n4)ccc3C)CC2)c(C)c1 | 46%[activator] | 2%[59 µM] | -11% | 0 | 6% | -7% | -3% | -3% | -7%
CCOc1cc(N2CCOCC2)c(OCC)cc1NC(=O)c1cc(C)nc2ccccc12 | -6% | -23% | -2% | 0 | 1% | -18% | 1% | -8% | -27%
O=C(C1CCN(CCCc2ccccc2)CC1)N1CCCCC1 | ? | 20µM* | -10% | 0 | -12% | 0.89µM* | 23% | -10% | ?
COC(=O)c1ccc(C(=O)OC)c(NC(=O)CN2CCCCC2)c1 | 32% | -18% | -9% | 0 | 4% | -3% | 8% | 9% | -8%
O=C(Nc1ccc(S(=O)(=O)Nc2ncccn2)cc1)c1ccc(S(=O)(=O)N2CCCC2)cc1 | 28% | ? | -1% | 1 | 8% | -10% | -7% | -4% | -9%
CCOC(=O)C1(Cc2ccccc2C)CCCN(Cc2cn(C)nc2C)C1 (stereo not given) | 22% | / | -7% | -1 | -3% | -9% | 1% | -15% | 1%
Cc1cc(/C(O)=C2\C(=O)C(=O)N(CCN(C)C)C2c2ccncc2)ccc1OCc1ccccc1 (stereo not given) | 17% | 0%[59 µM] | 2% | -1 | -1% | -10% | 15% | -1% | -4%
N#Cc1c(=O)c2nc(NCc3ccccc3)ncc2n2ccccc12 | 43% | -21%[12.7 µM] | i | -4 | ? | 50µM* | -12% | -10% | ?
C[C@@H]1CN([C@H](C)CO)C(=O)CCCn2nncc2CO[C@H]1CN(C)Cc1ccccc1 | / | / | 0% | 4 | / | / | 4% | 5% | /
O=C(O)CC(NC(=O)CC(c1ccccc1)c1ccccc1)c1cccc([N+](=O)[O-])c1 (stereo not given) | 29% | 8% | i | -3 | -16% | -1% | -1% | -16% | 0%
O=C1CN(C(=O)COC(=O)c2oc3ccccc3c2COc2ccccc2)c2ccccc2N1 | 6% | ? | -5% | -2 | 21% | -15% | -18% | 7% | -1%
O=C(Cn1nc(Cc2cccnc2)c2ccccc2c1=O)Nc1ccc(F)c(Cl)c1 | 29% | 4%[59 µM] | i | 9 | 25% | -20% | -9% | 2% | -5%
COc1ccc(Sc2ncnc3onc(C)c23)cc1 | 38% | 3% | 0% | -7 | -2% | -1% | 3% | -9% | -10%
O=C(NCc1ccccc1)c1ccc2c(c1)N(Cc1ccccc1F)C(=O)c1ccccc1S2=O (stereo not given) | 31% | 1%[59 µM] | 12% | 4 | 14% | -4% | -11% | -14% | -14%
COc1ccc([C@H]2C[C@@H](n3cc(COC(=O)c4ccccc4)nn3)[C@H](O)CN2Cc2cccs2)cc1 | / | / | 0% | -2 | / | / | 0% | -21% | /
COc1ccc(S(=O)(=O)NCC(c2ccc(N(C)C)cc2)N2CCc3ccccc32)cc1OC (stereo not given) | ? | 14µM* | -2% | -6 | -7% | 22µM* | 9% | -32% | 11µM*
CCc1cc(C(=O)NC(C)c2ccccc2)no1 (stereo not given) | 31% | 11%[59 µM] | 13% | -3 | 4% | -9% | 14% | -4% | 2%
